Compound activity from PubChem BioAssay.
Ba/F3 V617F tox – reduce viability of Ba/F3 cells dependent on JAK2V617F; AID 1446; Ba/F3 EpoR-JAK2V617F viability, ATP luminescence; inhibition, % at 5.6 µM; hit rate 1.1% among 220,000;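 active = inhibition above the campaign mean plus 3 SD over all tested compounds, cut at about 24% in these data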;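 note: cytokine-independent growth of Ba/F3 cells driven by EpoR plus mutant JAK2; 0% = DMSO-treated cells and 100% = JAK inhibitor I control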
S1P4 antagonist – blocks the human S1P4 receptor. O95977. S1P4-expressing cells, antagonist mode, reporter read-out. inhibition, % at 4.98 µM. hit rate 0.26% among 220,000. AID 1510; in the data active = inhibition above about 29%;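 note: 0% = wells stimulated with agonist and 100% = vehicle wells without agonist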
Target sequence (O95977 whole entry, looked up): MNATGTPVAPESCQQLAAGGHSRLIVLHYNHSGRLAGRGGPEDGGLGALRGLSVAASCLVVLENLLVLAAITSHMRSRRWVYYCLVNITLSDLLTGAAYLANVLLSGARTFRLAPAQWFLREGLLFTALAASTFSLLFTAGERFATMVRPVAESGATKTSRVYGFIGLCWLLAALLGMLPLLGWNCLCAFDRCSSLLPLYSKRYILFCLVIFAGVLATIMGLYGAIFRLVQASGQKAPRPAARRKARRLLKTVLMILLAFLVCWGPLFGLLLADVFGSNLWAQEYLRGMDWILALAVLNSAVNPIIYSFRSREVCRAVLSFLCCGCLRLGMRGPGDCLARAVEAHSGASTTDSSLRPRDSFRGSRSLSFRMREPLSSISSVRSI
Wee1 stabilizer – inhibitors of human Wee1 degradation; P30291; HeLa Luc-Wee1K328M stability, luciferase luminescence; 100% = proteasome inhibitor MG132 effect; reporter increase, % at 5 µM; hit rate 1.2% among 220,000; AID 1321;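 active = activation above the mean of all tested compounds plus 3 SD, set per screening run, cut at about 8.8% in these data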;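 note: cells exposed to compound for 20 h before luminescence read; 0% = DMSO alone and 100% = MG132 at 30 µM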
BaF3 tox – counter-screen for JAK2V617F inhibitors: parental Ba/F3 viability inhibitors | CellTiter-Glo ATP luminescence | inhibition, % at 5.6 µM | hit rate 1.1% among 220,000 | AID 1486;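 active = inhibition above a per-campaign cutoff, the mean inhibition of all tested compounds plus 3 SD, cut at about 27% in these data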;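 note: 0% = DMSO wells and 100% = JAK Inhibitor I control wells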
MDM2 E3 inh – inhibitors of human Mdm2 E3 ubiquitin ligase; Q00987; cell-based MDM2 ubiquitination luciferase reporter, 2 h; 0 = plate control, 100 = twice control, blank-subtracted; signal enhancement, % at 5 µM; hit rate 0.11% among 210,000; AID 1230;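 active = signal enhancement of 30% or more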;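 note: luminescence tracks abundance of the self-degrading MDM2-luciferase fusion protein; higher signal means inhibition of MDM2 E3 ligase activity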
Target sequence (Q00987 whole entry, looked up, the tested form may be a part): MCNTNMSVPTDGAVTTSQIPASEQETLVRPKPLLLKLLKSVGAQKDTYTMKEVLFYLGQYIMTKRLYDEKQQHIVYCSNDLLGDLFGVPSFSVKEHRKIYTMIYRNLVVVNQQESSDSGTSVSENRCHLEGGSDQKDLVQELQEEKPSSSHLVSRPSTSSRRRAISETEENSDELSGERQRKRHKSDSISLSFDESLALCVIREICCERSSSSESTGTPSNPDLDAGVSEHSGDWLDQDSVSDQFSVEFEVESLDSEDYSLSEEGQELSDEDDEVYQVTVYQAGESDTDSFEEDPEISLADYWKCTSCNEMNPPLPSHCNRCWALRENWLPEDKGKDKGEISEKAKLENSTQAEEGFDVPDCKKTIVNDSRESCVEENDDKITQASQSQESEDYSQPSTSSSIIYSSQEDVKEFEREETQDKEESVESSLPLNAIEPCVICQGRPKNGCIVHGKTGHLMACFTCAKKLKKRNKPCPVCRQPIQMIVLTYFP
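Buffer or medium: Cells held in DMEM | Assay system: Stable mammalian line carrying autodegrading MDM2–luciferase fusion reporter | Quantity: 2000 cells/well | Times: 4 h settle plus 2 h compound, 37 °C | Doses: One concentration, 5 µM, with 0.2% DMSO | Technique: Luminescence with SteadyLite reagent, 15 min at room temperature | Benchmarks: Plate controls and plate blanks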
PERK inh – human PERK inhibition, primary cell-based screen; inhibition, % at 5.6 µM; hit rate 0.17% among 220,000; CHO PERK-DD fusion, SEAP luminescence translation reporter;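 active = inhibition above the mean inhibition of all tested compounds plus 3 SD, set separately per screening campaign, cut at about 2.9% in these data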;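 note: PERK kinase domain activated by AP20187 dimerizer at 100 nM; 0% = DMSO with dimerizer and 100% = rapamycin at 8.4 µM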
NPY-Y2 PAM-ag – human NPY-Y2 potentiation or agonism, primary screen; P49146; cells expressing NPY-Y2, potentiator/agonist read-out; activation, % at 3.6 µM; hit rate 0.45% among 220,000; in the data active = activation above about 27%;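 note: cells stimulated with NPY near EC25 plus isoproterenol at EC100; 0% = vehicle plus submaximal agonist and 100% = vehicle plus saturating agonist; some results beyond the cut were filed as inactive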
S1P4 ag – agonists of human S1P4 receptor; O95977; hit rate 0.35% among 220,000; S1P4-expressing cell line, agonist reporter assay; activation, % at 4.98 µM; AID 1509; in the data active = activation above about 11%;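 note: 0% = DMSO vehicle and 100% = reference agonist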
eIF4E-4G inh – inhibitors of eIF4E and eIF4G interaction in translation initiation | P63073+Q04637 | inhibition, % at 21.7 µM | TR-FRET eIF4E-eIF4GI(517-606) binding, 2 h | AID 782 | hit rate 0.37% among 220,000;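 active = inhibition above about 30%, limit read from the data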;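 note: 0% = full FRET control wells and 100% = background wells lacking eIF4GI fragment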
* marks the source's active call; other numbers are inactive results; / = no result given; [ ] = dose if it differs, or a comment. Rows were taken by chance; overall some 4.1% were active at least once.

Screens in order: Ba/F3 V617F tox, S1P4 antagonist, Wee1 stabilizer, BaF3 tox, MDM2 E3 inh, PERK inh, NPY-Y2 PAM-ag, S1P4 ag, eIF4E-4G inh
> Cc1cc(C)n(-c2ccc(C(=O)Nc3ccc(N4CCOCC4)cc3)cc2)n1
  -3, 3, 2, 1, -41, -0.1, -4, -0.8, -3
> CCn1c(Sc2ccc(N)cc2Cl)nc2ccccc21
  1, -19, 0, 4, -2, -0.1, -14, 0.7, 3
> O=C(Nc1cccc(Cl)c1)C1CCCN(S(=O)(=O)c2cnc[nH]2)C1 (centres undefined)
  -4, -3, 4, 0, -9, -0.1, 4, -3.4, -1
> CC(=O)N(CCC1(C(C)C)CCOC(C)(C)C1)C(C)c1cccs1 (centres undefined)
  0, -4, -2, -3, 5, -0.9, 5, -0.7, 4
> N#Cc1ccccc1Sc1ccccc1C(=O)OCC(=O)NC12CC3CC(CC(C3)C1)C2
  2, -1, -2, 6, 6, 0.6, 0, 0.0, 13
> O=S(=O)(NC1CCCC1)c1ccc(S(=O)(=O)N2CCc3ccccc32)cc1
  19, -15, 3, 15, -8, -0.7, 13, -0.5, -2
> COc1ccc(-n2cc(CN(C)C(C)c3ccncn3)c(-c3cccc(F)c3)n2)cc1 (centres undefined)
  -2, -15, 0, 6, -10, 1.3, 12, 1.0, 0
> Cc1cccc2c(=O)c(C(=O)NCCCN3CCOCC3)c[nH]c12
  0, -35, 0, 2, -6, 0.4, 3, 1.9, -9
> Cn1c(=O)c2cc(S(=O)(=O)NCCC(=O)N3CC=C(c4ccccc4)CC3)ccc2n(C)c1=O
  0, -16, 0, 3, 2, -1.4, -13, 1.6, 9
> COC(=O)c1cccnc1-n1c(=O)c2cccnc2n(Cc2ccc(Cl)cc2)c1=O
  6, 0, -2, 6, 23, -0.7, -16, 0.1, -6
> O=c1c2ccccc2ncn1CCCSc1ccccc1
  5, -4, 3, 6, 1, -0.5, -26, 0.4, -2
> O=C(Nc1cc(C(F)(F)F)ccc1N1CCOCC1)c1ccc[n+]([O-])c1
  -3, -12, 0, 2, -17, 0.7, 15, -0.1, -4
> CN(C)c1ccc(/C=C/C#N)cc1
  -5, -23, 3, 0, 2, 1.0, -12, -1.0, -6
> C=CCNC(=O)CC(=O)N/N=C/c1ccc(C(=O)OC)cc1
  -2, -4, 4, 0, 0, 2.0, 6, 0.8, -4
> CCOC(=O)NC(O)C(=O)c1ccc(F)cc1 (centres undefined)
  -2, 7, 2, 3, -16, 0.0, 3, -0.5, -2
> CC(C)Cn1cnc2sc3c(c2c1=N)CCCC3
  -1, 11, -2, 3, -10, -1.8, 5, 0.4, 2
> Cn1cccc1C(=O)Nc1nc(-c2ccccn2)cs1
  4, 1, 3, 8, -19, -0.7, -4, -1.4, -2
> COc1ccc(C(=O)Nc2nc(-c3ccc(OC)cc3)c(-c3ccc([N+](=O)[O-])cc3)s2)cc1
  -2, 17, 0, 61*, -9, 0.8, 6, -0.7, 4
> COc1ccc(CC(=O)Nc2nnc(SCc3ccccc3)s2)cc1S(=O)(=O)N1CCOCC1
  -4, -25, -1, 2, -9, -0.6, -8, -0.3, 5
> CC(=O)NC(Cc1cnc[nH]1)C(=O)O (centres undefined)
  -2, 1, 0, 0, 1, -0.3, 10, 0.2, 2
> C#CCNC(=O)C1=C[C@H](c2csc3ccccc23)C[C@H](OCCCCO)O1
  0, -2, -1, 1, /, 1.0, 3, -0.5, -3
> O=CN1CCN(C(=O)c2ccc(-c3nc4ccccc4s3)s2)CC1
  7, -12, 17*, 3, -25, -0.6, -10, -0.8, -2
> NC(=S)N/N=C/c1c(O)ccc2ccccc12
  -1, 7, -3, 0, -9, 0.9, -19, 0.5, 7
> Cn1c(=NC(=O)c2cccc([N+](=O)[O-])c2)sc2ccccc21
  1, -12, 0, 8, -5, 0.8, -1, 0.5, -2
> COC(=O)c1cc2c(s1)-c1ccc(OC)cc1CC2
  -3, -2, 6, 3, -6, -0.3, 10, -1.0, 9
> CC1Cc2ccccc2N1C(=O)CSc1nc2c(c(=O)n(C)c(=O)n2C)n1Cc1ccc(F)cc1 (centres undefined)
  -1, -18, -3, 1, /, 0.6, -6, -1.1, /
> O=c1c2ccccc2c(-c2ccccc2)nn1Cc1c(Cl)cccc1Cl
  -3, 8, -1, 0, -8, 0.9, 1, 2.6, -6
> O=C(Cn1cc2c(n1)CCCC2)NCCCN1CCN(Cc2ccccc2)CC1
  -3, 3, -2, 4, -2, 0.7, -5, -2.0, -1
> Cc1cccc(C)c1OCC(O)CNS(=O)(=O)c1ccccc1C(=O)N1CCOCC1 (centres undefined)
  -2, 4, 0, 10, 7, 0.0, 7, -3.9, 4
> CCOc1cc(C2NN=C(c3ccc(C)cc3)S2)ccc1O (centres undefined)
  -2, 5, -1, 1, -16, 0.2, 0, -1.1, 4

Screens in order: Ba/F3 V617F tox, S1P4 antagonist, Wee1 stabilizer, BaF3 tox, MDM2 E3 inh, PERK inh, NPY-Y2 PAM-ag, S1P4 ag, eIF4E-4G inh
> Cc1cc(=O)oc2c(C(=O)c3ccccc3)c(OCC(N)=O)ccc12
  0, -3, 0, -1, -8, 1.3, 12, 1.8, -2
> CCN1C(=Nc2ccc(Cl)cc2)SC/C1=C\C(=O)OC
  5, -3, 0, 2, 2, -0.1, -6, -0.5, 2[fluorescence artefact?]
> CCCCC(=O)Nc1ccc2c(c1)nc(CCN1CCOCC1)n2C
  -2, -18, 0, 4, -12, 0.4, 7, 0.1, 6
> CCOC(=O)NC(Nc1ccc(OC)cc1)(C(F)(F)F)C(F)(F)F
  -2, -18, -3, 3, 6, 0.0, 9, 1.8, 10[fluorescence artefact?]
> N#C/C(=C\c1ccccc1OCc1ccc(C(=O)O)cc1)c1ccccc1
  -4, 3, -1, 0, -16, 1.0, 4, 0.9, 2
> Cc1ccc2c(Cn3cc(C(F)(F)F)cc(Cl)c3=O)cc(=O)oc2c1
  -1, -16, 1, 3, -3, 0.5, -5, 1.1, 4[fluorescence artefact?]
> CC(C)(C)c1ccc(C(=O)NNC(=O)c2cccc(Br)c2)cc1
  0, -4, 0, 6, -10, 1.9, 2, 0.5, -22
> Cc1nc2cc(NCc3cccs3)ccc2n1C
  5, -9, 8, 3, -6, 0.1, -9, 0.7, -2
> Cc1ccc(CNC(=O)COC(=O)CCC(=O)c2cccs2)cc1
  2, 7, 4, 7, -6, 1.8, -4, 1.2, 5
> Cc1ccc(NC(=O)Cn2nnc(C(=O)NCc3ccccc3)c2N)cc1C
  2, -9, -5, 4, -12, -0.2, -3, 0.3, 4
> Cc1ccc(C(C[N+](=O)[O-])Sc2ccc(N)cc2)cc1 (centres undefined)
  0, 10, 1, 1, 11, 2.0, 11, 1.4, 3
> Cc1ccc(S(=O)(=O)c2c(C)nn(C(C)(C)C)c2OC(=O)c2ccco2)cc1
  2, 3, -1, 4, -2, 0.2, 7, -2.3, 6
> Nc1cc(C(F)(F)F)ccc1C(=O)O
  -4, -28, 0, 1, -11, -0.3, -3, -2.7, 3
> CCCCCC(=O)NC(NC(=S)N1CCOCC1)C(Cl)(Cl)Cl (centres undefined)
  3, -9, -1, 6, -5, 0.4, 19, 0.5, -4
> [O-][n+]1onc2c1CCc1c-2nc(-c2ccccc2)n1OCc1ccccc1
  0, -16, -2, 0, -6, -0.8, 4, 3.3, 3
> Brc1ccccc1-c1nnc(COc2cccc3cccnc23)o1
  -3, -3, 1, 2, -17, -0.8, -9, 0.6, 1[fluorescence artefact?]
> CCC(=O)Nc1nc(OC)cc(OC)n1
  2, -16, -2, 4, 1, 0.4, 7, -0.8, -10
> CCN1C(C)=C(C)S/C1=C1\SC(=S)N(NC(C)=O)C1=O
  3, -5, 0, 3, -12, -0.1, 3, -0.6, -3
> CCOC(=O)CNC(=O)CSc1nnc(COc2ccc(Cl)cc2)n1CC
  3, 3, 2, 2, 5, 0.4, -16, -0.3, -3
> CCOP(=O)(OCC)C(NC(=O)Nc1ccc(C)cc1)C(N)=O (centres undefined)
  -2, -8, 3, -3, -5, 1.2, 12, 0.8, -6
> Cc1ccc(NC(=O)c2ccc(NCCN)c([N+](=O)[O-])c2)cc1
  -2, -12, -1, -4, -3, 0.5, 6, 0.2, 11[fluorescence artefact?]
> CCOC(=O)c1c(C)cc(C)n2c1nc1ccccc12
  -1, 4, -1, 2, -27, -0.5, 1, -0.6, 4
> COc1ccc(OC)c(NC(=O)c2nc3ccccc3s2)c1
  -2, -8, 6, 6, 0, 0.4, 2, 0.0, -1
> O=C(OCc1c(Cl)cccc1Cl)c1ccncc1
  0, -12, -2, 0, -13, 1.0, 2, -0.5, 1
> Cc1cc(C)c2cc3c(ccn3C3OC[C@H](O)[C@H](O)[C@H]3O)cc2n1 (some centres undefined)
  -2, 2, 0, 1, -38, 0.7, 2, 0.6, -18
> COc1cc(/C=C2/SC(=S)NC2=O)ccc1OS(=O)(=O)c1ccc(C)cc1
  -5, 3, -1, 1, 0, 0.6, 14, 0.6, 9
> COc1ccc(/C=N/n2c(=O)[nH]c3c([nH]c4ccc(Cl)cc43)c2=O)cc1CN1CCCCC1
  0, -16, 0, 4, -5, 2.0, 11, 0.2, 8
> Cc1ccc(-c2cc(-c3ccc4c(c3)OCO4)c(C#N)c(N)n2)o1
  1, -11, 0, 3, -3, 0.9, -2, -0.7, -2
> Clc1ncnc2scc(-c3ccc(Br)cc3)c12
  1, -27, -1, 6, -7, 0.5, 4, 3.3, -11
> COCc1cc(C)nc(N/N=C/c2ccc(-c3ccc(C(=O)O)c(Cl)c3)o2)c1C#N
  0, -10, 1, 8, -1, 1.3, -6, 0.0, 5
> CC(=O)N1c2c(cc(Br)cc2S(=O)(=O)Nc2c(C)n(C)n(-c3ccccc3)c2=O)CC1C (centres undefined)
  1, 7, 2, 3, -4, -0.7, 9, -0.6, 1
> CCn1cnc2sc(C(=O)Oc3ccc(Br)cc3)c(C)c2c1=O
  1, -11, -2, 1, 15, 0.5, -11, 0.0, 5
> Cc1ccc(NCc2nnc3n2CCCCC3)cc1
  -1, 1, -2, -1, -20, 2.4, 1, 0.3, -3[fluorescence artefact?]
